# NR2E3 ag-1 – NR2E3 agonists in two-hybrid cells, primary screen, cell-based, luminescence, CHO-S, Gal4-NCOR/VP16-NR2E3 | inhibition of corepressor binding, % at 3.98 µM | hit rate 0.35% among 360,000 | luciferase | AID 602229, 2012 | Photoreceptor-specific nuclear receptor (Homo sapiens), Q9Y5X4;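 active means inhibition above the mean of all tested compounds plus 3 SD, cut at about 70% in these data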;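 further: 0% = DMSO with NR2E3 transfected cells and 100% = cells lacking NR2E3 construct; higher means lower luciferase signal from less NR2E3 corepressor binding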
# Target sequence (Q9Y5X4 whole entry, looked up, the tested form may be a part): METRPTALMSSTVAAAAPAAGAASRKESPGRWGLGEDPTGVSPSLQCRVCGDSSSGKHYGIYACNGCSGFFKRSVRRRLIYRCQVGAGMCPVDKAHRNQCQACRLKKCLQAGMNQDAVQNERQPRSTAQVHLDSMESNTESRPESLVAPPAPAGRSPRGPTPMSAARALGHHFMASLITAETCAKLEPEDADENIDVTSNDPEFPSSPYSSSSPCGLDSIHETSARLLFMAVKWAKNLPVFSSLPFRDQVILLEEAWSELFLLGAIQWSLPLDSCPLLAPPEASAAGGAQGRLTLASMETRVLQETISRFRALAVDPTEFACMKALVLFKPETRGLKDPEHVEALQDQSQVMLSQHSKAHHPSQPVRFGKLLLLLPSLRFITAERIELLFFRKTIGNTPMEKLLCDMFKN
# Vif imaging – HIV Vif self-association inhibitors, primary screen, imaging, HEK293T, single point. HEK293T cells, Vif self-association by quenched fluorescence, 24 h. inhibition, % at 7.49 µM. hit rate 0.35% among 340,000. AID 602346, 2012; in the data active means inhibition above about 50%, passing the limit was not always enough; inconclusive means no clear call, values can overlap the other calls; inactive means below about 31%; further: some results filed as inactive read as strong as hits
# PDI inh – inhibitors of human PDI, primary screen, biochemical, turbidity, single point, plate reader | Protein disulfide-isomerase (Homo sapiens), P07237 | PDI insulin aggregation turbidity, A650, 90 min | inhibition, % at 10 µM | hit rate 0.052% among 350,000 | AID 588391, 2011;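 active means mean inhibition across replicates of 30% or more, whatever share of single replicates reach that level; inconclusive means mean inhibition below 30% while every single replicate reaches 30%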;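 further: absorbance from insulin aggregation driven by PDI reduction with DTT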
# Target sequence (P07237 whole entry, looked up): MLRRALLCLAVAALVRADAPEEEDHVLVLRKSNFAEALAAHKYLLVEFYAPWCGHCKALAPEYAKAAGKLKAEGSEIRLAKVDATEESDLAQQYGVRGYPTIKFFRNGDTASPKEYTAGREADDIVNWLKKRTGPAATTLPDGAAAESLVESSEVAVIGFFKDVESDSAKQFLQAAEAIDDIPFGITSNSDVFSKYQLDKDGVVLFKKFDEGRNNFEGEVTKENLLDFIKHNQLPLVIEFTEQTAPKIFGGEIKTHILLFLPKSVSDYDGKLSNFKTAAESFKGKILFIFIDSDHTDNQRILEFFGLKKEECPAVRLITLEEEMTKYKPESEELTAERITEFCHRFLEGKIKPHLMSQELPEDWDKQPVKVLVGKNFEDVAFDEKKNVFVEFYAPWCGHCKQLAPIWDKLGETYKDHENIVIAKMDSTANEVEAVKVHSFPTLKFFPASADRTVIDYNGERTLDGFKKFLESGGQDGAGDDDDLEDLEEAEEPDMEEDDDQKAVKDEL
# CaV13 ICDI inh – Disruptors of the CACNA1D IQ motif to Ca2+-dependent inactivation inhibitor domain association, primary screening, Förster resonance energy transfer in intact living …; inhibition, % at 12.3 µM; HEK cells, CFP/YFP FRET ICDI-IQ, plate reader, 10 min; percent FRET-ratio fall versus neutral wells; hit rate 0.098% among 340,000;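 active means mean replicate inhibition of at least 30% and at least 1% of replicates passing that level; inconclusive means only one of the two criteria is met; inactive means neither criterion is met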;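 further: 0% = median of the neutral control wells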
# NR2E3 ag-2 – inhibitors of NR2E3-RetCOR corepressor binding, primary screen, NR2E3 agonist project, biochemical, TR-FRET, GST-NR2E3, biotin-RetCOR; 1536-well; Photoreceptor-specific nuclear receptor (Homo sapiens), Q9Y5X4; AID 2300, 2010; hit rate 0.12% among 320,000; inhibition of corepressor binding, % at 4.78 µM;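 active means percent inhibition above the cutoff of mean plus 3 SD of all tested compounds, set per screening campaign, cut at about 20% in these data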;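 further: 0% = DMSO wells and 100% = biotin wells as full block of FRET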
#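 Test system: GST-NR2E3 and biotin-RetCOR proteins | Quantity: 1.35 nM GST-tagged NR2E3 final | Medium: Tris pH 7.5 | Also added: 7 nM biotin-RetCOR | Dosing: Compound at 4.8 µM, single dose | Timing: 5 h at 4 °C | Detection: Time-resolved FRET | Read-out basis: Percent inhibition | Benchmarks: Biotin wells as high control, 0.6% DMSO wells as low control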
# Shn3 3UTR inh – reduction of Shn3 3'UTR firefly luciferase signal, primary screen, Schnurri-3 inhibitor project, cell-based, Clone20 osteoblasts, set 2; Clone20 osteoblast Shn3 3'UTR firefly luciferase, 24 h; inhibition, % at 12.5 µM; hit rate 0.52% among 360,000; AID 588674, 2011;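 active means mean inhibition of at least 75% with every replicate also reaching 75%; inconclusive means mean inhibition at least 75% but some replicate below; inactive means mean inhibition below 75%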;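 further: 0% = median of neutral control wells and 100% = pilot-screen positive control compound; some compounds past the cut are filed as inactive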
# HIF-2a inh – HIF-2a reporter inhibitors, primary screen, luminescence, 786-0 RCC cells; 786-0 RCC cells HIF-2a reporter, luciferase luminescence, overnight; inhibition, % at 18.8 µM; hit rate 0.72% among 360,000;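 active means inhibition of the luminescence signal of 40% or more relative to plate controls, in a single-dose primary screen at 18.75 µM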
# KKLEB cytotox – cytotoxicity in KKLEB CF airway cells, primary screen, cytotoxicity control for CF NF-kB inhibitor project, cell-based, uHTS, fluorescence assay plates; hit rate 0.36% among 360,000; KKLEB CF airway cells viability, ATPlite luminescence, overnight; hits give low values; cells stimulated with P. aeruginosa culture filtrate; AID 602141, 2011; activity change (cytotoxicity), % at 5 µM;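 active means corrected activity change at or below -50% at 5 µM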
# MITF TRPM1 inh – inhibitors of MITF-dependent TRPM1 promoter reporter, primary screen, cell-based, SK-MEL-5, single point, luciferase. hit rate 0.83% among 330,000. SK-MEL-5 TRPM1 promoter luciferase, 24 h. inhibition, % at 12.5 µM;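 active means mean inhibition across replicates of 60% or more, whatever share of single replicates reaches that level; inconclusive means some that reach 60%, reason not given; inactive means mean inhibition across replicates below 60%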; further: values of inactives mirror those of a sister screen read the other way
# Peg3 promoter – Peg3 promoter-driven luciferase inhibitors, primary screen, cell-based, HeLa, luciferase luminescence. hit rate 1.7% among 360,000. inhibition, % at 20 µM. HeLa PEG-Prom luciferase reporter, overnight. AID 588405, 2011;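 active means inhibition of at least 50% at 20 µM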
# CF NFkB inh – inhibitors of PAF-induced NF-kB signaling, primary screen, cell-based, GFP fluorescence, uHTS | AID 588850, 2011 | KKLEB NF-kB-GFP reporter, GFP fluorescence overnight | hit rate 0.86% among 360,000 | inhibition, % at 5 µM;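 active means at least 50% inhibition at 5 µM, scaled per plate between neutral and stimulator controls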;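 further: PAF is a Pseudomonas aeruginosa culture filtrate used as stimulus; plate controls were PAF-stimulated DMSO wells for no effect and unstimulated DMSO wells for full effect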
# * hit, by the source's call; ? = inconclusive; . = no result given.
SMILES,NR2E3 ag-1,Vif imaging,PDI inh,CaV13 ICDI inh,NR2E3 ag-2,Shn3 3UTR inh,HIF-2a inh,KKLEB cytotox,MITF TRPM1 inh,Peg3 promoter,CF NFkB inh
COc1ccccc1-c1nc(C#N)c(N2CCN(C(c3ccccc3)c3ccccc3)CC2)o1,-16,12,-3,.,6,17,16,-4,-10,-45,13
CN(C)CCN(Cc1ccccc1)c1nccc(N(C)C)c1C#N,-10,3,2,-8,-1,11,10,5,0,0,-7
CC(=O)N/C(=C/c1ccc(OS(=O)(=O)c2ccc(C)cc2)cc1)C(=O)NCCCO,22,-4,-1,-20,0,-10,7,5,.,19,14
O=C1Cc2ccccc2Sc2cc(OCCCN3CCCCC3)ccc21,-3,-3,20,-6,0,19,17,2,3,-4,1
Cc1ccccc1OCCC(=O)OCC(=O)Nc1cc(S(=O)(=O)N2CCOCC2)ccc1Cl,-7,-10,3,-2,-1,2,9,12,-3,5,-18
O=C(Nc1nnc([C@@H]2C[C@H](O)[C@@H](CO)O2)s1)c1cccc2ccccc12,-54,6,-9,-5,.,-89,-155,13,.,-231,0
CCn1nc(NS(=O)(=O)c2ccccc2)c2cc3ccccc3nc21,-19,-2,-8,-2,-1,-26,16,-26,15,11,1
COc1ccccc1NC(=O)CC(NC1CCCCC1)C(=O)O (stereo unspecified),3,7,1,-2,-2,-37,15,0,3,-3,8
O=C(Nc1cccc(Cl)c1)N(CCN1CCOCC1)Cc1ccccc1F,-24,-12,-4,-6,0,-19,-30,4,-11,3,-3
Cc1sc(NC(=O)c2ccco2)c(C(c2cccnc2)N2CCN(C)CC2)c1C (stereo unspecified),9,-14,2,-5,4,-5,-35,3,2,-5,-11
CC(=C/C(=O)O)/C=C/c1ccc([N+](=O)[O-])cc1,0,-14,2,-5,1,-1,5,-1,8,8,-31
CCc1nc2ccc(C(=O)NCc3ccc4c(c3)OCO4)cn2c1N(CC)CCN(C)C,2,-8,6,-5,.,-6,-1,6,.,-5,-3
CCSc1nnc(NC(NC(C)=O)(C(F)(F)F)C(F)(F)F)s1,-14,1,8,-3,-1,-3,-6,16,2,-16,14
O=C(COC(=O)COc1cccc(Br)c1)Nc1ccc(F)cc1F,-1,-2,-3,-7,0,-13,10,4,-1,7,14
CCOC(=O)c1csc(-c2ccc(OC)c(OC)c2)n1,-29,0,5,3,-1,1,-40,16,-29,-52,-10
COc1ccccc1OC(C)C(=O)N1CCc2ccccc21 (stereo unspecified),-4,0,10,-6,3,-7,0,2,-6,-15,-3
COc1ccc(NC(=O)CSc2nnc(-c3ccccc3C)n2N)cc1OC,5,-4,-5,-5,-1,2,0,-7,5,2,1
CCC(=O)Nc1ccc(NC(=O)/C=C/c2ccc(Cl)cc2)cc1,15,8,-13,-19,0,-10,-3,-4,-10,-15,0
CN(CC(=O)Nc1ccccc1Sc1ccccc1)C1CCCCC1,-7,-2,3,-6,4,-24,16,-10,12,5,16
COc1ccc(NS(=O)(=O)c2ccc(N3CCCCC3)c(NC(=O)C(C)NC(N)=O)c2)cc1 (stereo unspecified),12,?,7,-6,.,6,18,15,10,3,-18
CC(C)(C)c1ccc(-n2nc(C#N)c(Cl)cc2=O)cc1,28,5,-14,-4,.,98*,92*,-101*,98*,104*,91*
COc1ccc(/C=C2\SC(=N)N(c3ccc(F)cc3)C2=O)cc1,-5,3,3,-9,-7,-6,6,-15,-9,24,26
O=C(NCc1cccs1)C1CCC(CNS(=O)(=O)c2cccs2)CC1 (stereo unspecified),-6,-1,21,.,3,-12,7,1,14,12,1
CCOc1ccccc1NC(=O)CSc1nnc(-c2ccncc2)o1,-7,7,1,-6,0,-7,6,-2,8,-5,13
CCS(=O)(=O)C(C)(CCl)C(=O)Nc1ccc(C(=O)OC)cc1 (stereo unspecified),7,-2,0,-5,1,-13,-3,-8,-16,1,12
CS(=O)(=O)N1CCN(c2ccc(NC(=O)c3ccc(-c4ccc(Cl)cc4)o3)cc2)CC1,-17,15,0,-5,1,3,4,2,-9,29,10
CN(Cc1nccs1)C(=O)c1cc(COc2cccc3cnccc23)on1,94*,-4,1,-6,-2,?,7,0,9,1,28
COc1ccc(-c2ccc(C3C(C#N)=C(N)Oc4n[nH]c(C)c43)o2)cc1 (stereo unspecified),-20,5,1,-16,2,-9,-79,-3,-3,-25,-37
O=C(Nc1nnc(C23CC4CC(CC(C4)C2)C3)s1)c1ccco1,-35,3,2,-5,1,-61,-209,0,-73,-246,-5
O=C(CCCn1c(=O)[nH]c2ccccc2c1=O)NC1CCCCCC1,-19,.,11,-5,-1,-2,0,-13,0,4,4
COc1ccc(C2=NS(=O)(=O)N(C)C(C(=O)Nc3cc(C)ccc3O)=C2)cc1OC,-6,.,.,-3,2,21,-10,-6,-2,8,-30
CCN1C(=O)[C@H]2[C@@H](c3ccc(OC)cc3)N3C(=O)CN(CC4CC4)C(=O)[C@@]3(C)[C@H]2C1=O,1,-7,-3,-11,3,-11,14,16,1,4,-9
C/C(CCc1ccccc1)=N/NC(=O)C(=O)NC(C)c1ccccc1 (stereo unspecified),-40,8,4,-2,1,-2,19,1,2,7,-5
Cc1ccc2c(c1)c(C1=c3ccccc3=NC1=O)c(O)n2C,-63,-1,-7,-6,1,96*,42*,-15,14,21,53*
O=C(Nc1ccc2nsnc2c1)C1CC1,22,8,-24,-6,0,-30,-14,2,-4,-21,-21
Cc1ccc(C(O)c2ncc(-c3cccc(C(F)(F)F)c3)[nH]2)c(C)c1 (stereo unspecified),-15,.,-1,-6,.,-10,21,8,.,20,8
CCOC(=O)C1(CCOc2ccccc2)CCN(Cc2cc(OC)c(O)c(OC)c2)CC1,2,24,2,8,0,14,3,2,11,-12,4
CCc1c(C)nc2c(OC)cccc2c1SCCC(=O)O,1,8,11,.,3,-16,16,-12,-15,2,16
CCCCCCC1CC(C)(C(=O)CNc2nncs2)OC1=O (stereo unspecified),-8,-1,-9,-4,1,20,14,5,-6,14,4
COc1cccc(NC(=O)Cn2nnc(C(=O)Nc3ccccc3)c2N)c1,-22,-4,-5,-4,-3,6,-7,3,7,1,0
COC(=O)c1c(NC(=O)c2ccccc2C(=O)O)sc2c1CCCC2,-23,9,6,-12,.,1,5,5,.,-4,-13
CCN1C(=O)C2C(c3ccccc3F)NC(Cc3ccc(O)cc3)(C(=O)OC)C2C1=O (stereo unspecified),-13,-13,53*,-4,2,68,22,5,9,2,16
Cn1ncc(Br)c1NC(=O)Nc1ccc(Cl)cc1,-51,0,3,.,-1,12,18,2,9,-7,-2
OC(COc1ccccc1)Cn1c2ccccc2c2ccccc21 (stereo unspecified),-21,-3,8,-6,1,-4,-11,16,-14,2,-2
CCCCOC(=O)C1Cc2ccccc2C(=O)O1 (stereo unspecified),12,2,8,-4,0,-10,7,5,-2,-6,1

# Shown bar-delimited: entries from further up.
structure | NR2E3 ag-1 | Vif imaging | PDI inh | CaV13 ICDI inh | NR2E3 ag-2 | Shn3 3UTR inh | HIF-2a inh | KKLEB cytotox | MITF TRPM1 inh | Peg3 promoter | CF NFkB inh
COc1ccc(NC(=O)CSc2nnc(-c3ccccc3C)n2N)cc1OC | 5 | -4 | -5 | -5 | -1 | 2 | 0 | -7 | 5 | 2 | 1
CCC(=O)Nc1ccc(NC(=O)/C=C/c2ccc(Cl)cc2)cc1 | 15 | 8 | -13 | -19 | 0 | -10 | -3 | -4 | -10 | -15 | 0

# Following part:
SMILES,NR2E3 ag-1,Vif imaging,PDI inh,CaV13 ICDI inh,NR2E3 ag-2,Shn3 3UTR inh,HIF-2a inh,KKLEB cytotox,MITF TRPM1 inh,Peg3 promoter,CF NFkB inh
O=C(CN1C2=NCCCN2c2ccccc21)c1ccc([N+](=O)[O-])cc1,1,2,7,6,2,-11,1,6,54,3,-1
COc1ccc(CN(CC(=O)NC2CCCC2)C(=O)c2ccc(-c3ccccc3)[nH]2)cc1,-1,-5,-6,3,-1,2,17,-3,1,19,9
CN(C)C(=O)c1c([N+](=O)[O-])ncn1C,8,3,-15,-2,1,-4,7,4,1,10,-10
O=C(Cn1cnc2c(cnn2-c2ccc(F)cc2)c1=O)N1CCCc2ccccc21,-18,.,-1,-9,-2,7,-22,3,-11,-4,-8
O=C(NC(c1ccc(Cl)cc1)c1ccsc1)C1CCN(Cc2cccc(C(F)(F)F)c2)CC1 (stereo unspecified),16,-3,-15,-8,.,14,-6,-3,.,-9,6
CCOc1c(N2CCOCC2)c(=O)c1=O,-25,11,-2,-14,-4,6,9,-1,15,5,-6
CCCCC(=O)Nc1ccc2c(c1)nc1n2CCSC1,-76,4,14,-12,0,-27,-186,0,-64,-180,-2
Cc1c(C(=O)NCc2ccc(F)cc2)sc(=O)n1Cc1ccccc1F,4,-2,7,?,.,-7,-9,-6,.,14,9
Cc1ccc(CNc2nc(Cl)c(C#N)s2)cc1,-80,.,12,-5,0,-73,-200,0,-36,-248,15
Cc1cccc(-n2nc3c([n+]2[O-])CCc2nonc2-3)c1C,-1,-8,-2,-6,0,19,21,-8,6,-1,10
CCOC(=O)N1CCN(C(=O)CCn2c(=S)[nH]c3ccccc3c2=O)CC1,4,3,-14,-4,-4,-15,8,9,20,7,-8
O=C(COC(=O)c1ccc([N+](=O)[O-])o1)NC1CCCc2ccccc21 (stereo unspecified),15,-4,6,-3,.,-4,-5,1,6,16,1
CC(/C=N\N1CCN(c2ccc(Cl)cc2)CC1)=C\c1ccccc1,-27,-1,3,.,3,-6,20,8,11,1,-8
Cc1nnc(SCC(=O)OC2CC(C)CCC2C(C)C)[nH]c1=O (stereo unspecified),-4,1,-5,-5,0,1,16,-4,6,2,13
Nc1cc(C(F)(F)F)ccc1-n1cccc1,-16,.,-5,-3,-1,-7,14,0,17,3,10
CCOC(=O)c1sc(NC(=O)CSc2nc(O)c(Cc3ccccc3)c(=O)[nH]2)nc1C,20,4,5,-1,1,-11,2,3,9,9,-9
O=C(NCc1cc(C(F)(F)F)cc(C(F)(F)F)c1)C1CC(c2ccc(C(F)(F)F)cc2)=NO1 (stereo unspecified),24,.,-2,-11,3,-5,-6,-17,11,13,25
